Compound activity deposited in PubChem BioAssay by National Center for Advancing Translational Sciences (NCATS).
GAA glycogen – qHTS Assay for Inhibitors and Activators of Human alpha-Glucosidase Cleavage of Glycogen | Lysosomal alpha-glucosidase (Homo sapiens), P10253 | AID 2100, 2009 | recombinant GAA, glycogen substrate, Amplex Red glucose oxidase fluorescence | 300,000 tested, 0.38% active | Potency, µM (series often up to 76.4 µM), without a hit: at the top dose activity change, negative = inhibition, usual class: inhibitors; active = well fitted inhibition curve with a large enough effect; inconclusive = small, poorly fitted or top-dose-only effect, or another doubt; inactive = no such curve, though single readings can be large or run the other way;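 note: 0% = full enzyme reaction and -100% = no-enzyme basal signal; the screen sought inhibitors and activators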
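qHTS, 1536-well; enzyme 4 nM final; cpd up to 77 uM; substrate bovine liver glycogen 30 ug; 50 mM citrate/phosphate pH 5.0, 0.01% Tween-20; 37 C, 40 min; Amplex Red detection 45 min RT; Hill fit → AC50.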
Lamin A splicing – qHTS Assay for Modulators of Lamin A Splicing. Potency, µM (doses to about 46.1 µM), inactives show at the top dose ratio change, negative = inhibition, actives largely listed as inhibitors. HeLa LMNA splicing GFP/RFP minigene ratio, 48 h. 200,000 tested, 0.01% active; active = well fitted inhibition curve with a large enough effect in the signal ratio, with a control signal flat, not every such curve was filed as active; inconclusive = small, poorly fitted or top-dose-only effect, or effect the other way, or a change in a side signal; the % refers to the signal ratio
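S3 HeLa cells stably expressing lamin A-EGFP splicing minigene plus DsRed2, 600 cells/well, 48 h compound exposure at 37C. Laser-scanning cytometry; analysed as GFP (500-530 nm)/RFP (575-640 nm) total intensity ratio; 0.5% DMSO vehicle.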
Numbers without * were called inactive; ? = inconclusive; & = joins results of further samples; [ ] = remark or other dose. Unless noted, % is set by controls: 0 for no effect and ±100 for the full control effect; potency is the fitted concentration of half-maximal effect.

GAA glycogen | Lamin A splicing | molecule
8%[76.3 µM] | 3%[46 µM] | COc1ccc(-c2cn3c(n2)sc2cc(C(=O)N4CCCCC4)ccc23)cc1
6%[76.3 µM] | -12%[46 µM] | CCCCOc1ccc(C(=O)NCC(c2ccc(Cl)cc2)N2CCOCC2)cc1 (stereo not given)
-10%[76.3 µM] | 2%[46 µM] | O=C(NCCc1ccc(Cl)cc1)C1CCN(c2ncnc3c2nc2n3CCCCC2)CC1
0%[76.3 µM] | ? | O=C(Nc1nnc(S(=O)(=O)N2CCCCCC2)s1)c1ccc(Br)cc1
11%[76.3 µM] | -4%[46 µM] | CC(C)OCCCNc1ncnc2sc3c(c12)CCCC3
10%[76.3 µM] | 5%[46 µM] | Cc1ccc2c(c1)-c1onc(C(=O)N(C)c3ccc(F)cc3)c1CO2
-1%[76.3 µM] | ? | COc1ccccc1OCC(=O)Nc1nc2c(s1)CC(C)CC2 (stereo not given)
11%[76.3 µM] | ? | O=C(Cn1ccn(-c2ccc(F)c(F)c2)c(=O)c1=O)Nc1ccccc1F
-3%[76.3 µM] | 2%[46 µM] | CCOc1ccc(C(=O)Nc2ccc(S(=O)(=O)N(Cc3ccccc3)c3ccccc3)cc2)cc1
-3%[76.3 µM] | ? | Cc1ccc(C(C)C)c(OCC(=O)NCC2(N(C)C)CCCCC2)c1

Later entries
GAA glycogen | Lamin A splicing | molecule
15%[76.3 µM] | 7%[46 µM] | COc1ccc(Cn2ccn(Cc3cccc(Cl)c3)c(=O)c2=O)cc1
-6%[76.3 µM] | 4%[46 µM] | CC(C)COc1ccc(C(=O)NCC2(N3CCN(C)CC3)CCCCC2)cc1
10%[76.3 µM] | ? | CN(C)c1ccc(CNC(=O)Cn2c(-c3cccs3)cc3cc(Cl)ccc32)cc1
-10%[76.3 µM] | 11%[46 µM] | C=C(C)Cn1c(=O)c2c(nc3n2CCN3c2ccc(CC)cc2)n(C)c1=O
-4%[76.3 µM] | -8%[46 µM] | Clc1cccc(-c2ccc(CNCCSc3nnnn3-c3ccccc3)o2)c1
16%[76.3 µM] | 0%[46 µM] | CCN(c1ccccc1)S(=O)(=O)c1nnc(NC(=O)c2ccccc2)s1
15%[76.3 µM] | 6%[46 µM] | COc1ccc(CNCCSc2nnnn2-c2ccccc2)cc1
-13%[76.3 µM] | 5%[46 µM] | CC1Cc2cc(S(=O)(=O)N(Cc3ccccc3)C(C)C)ccc2N1C(=O)C1CCC1 (stereo not given)
11%[76.3 µM] | 0%[46 µM] | CCc1ccc(S(=O)(=O)c2cn(C)c3cc(N4CCN(CC)CC4)c(F)cc3c2=O)cc1
-8%[76.3 µM] | ? | Cc1cc(Nc2cccc(Cl)c2)nc2ccc(NC(=O)c3cncc(Br)c3)cc12

Going on with the list:
GAA glycogen | Lamin A splicing | molecule
-1%[76.3 µM] | 20%[46 µM] | Cc1ccc(S(=O)(=O)c2[nH]c(-c3ccccc3)nc2SC(C)C(=O)O)cc1 (stereo not given)
-17%[76.3 µM] | ? | O=C(NCc1ccccc1)c1ccc(CSc2nc3cccnc3n2Cc2ccccc2F)cc1
-4%[76.3 µM] | 14%[46 µM] | O=C(COc1ccc(F)cc1)Nc1ccc2nc(SCC(=O)N3CCc4ccccc43)sc2c1
-3%[76.3 µM] | 11%[46 µM] | COc1cc(NC(=O)Cn2c(SCc3ccc(F)cc3)nc3cccnc32)cc(OC)c1
-26%[76.3 µM] | 11%[46 µM] | CCOc1ccc(NC(=O)C(=O)NCC(c2cccnc2)N2CCc3ccccc32)cc1 (stereo not given)
-7%[76.3 µM] | 6%[46 µM] | CC(=O)N1c2ccc(S(=O)(=O)Nc3ccc(C)c(Cl)c3)cc2CC1C (stereo not given)
-5%[76.3 µM] | -1%[46 µM] | CCOc1cccc2cc(-c3nc4sc(C(=O)Nc5ccc(C)cc5)c(C)c4c(=O)[nH]3)c(=O)oc12
-2%[76.3 µM] | 10%[46 µM] | CCOc1cc(CNC(=O)Cn2c(=O)c3cccn3c3ccc(F)cc32)cc(OCC)c1OCC
-7%[76.3 µM] | -21%[46 µM] | O=C(Cn1c(=O)c2cccn2c2ccccc21)NCCc1ccccc1
-10%[76.3 µM] | -13%[46 µM] | Cn1c(SCc2ccccc2Cl)nc(=O)c2c1NC(=O)CC2c1cc(F)ccc1F (stereo not given)

Next section.
GAA glycogen | Lamin A splicing | molecule
2%[76.3 µM] | 6%[46 µM] | COc1ccc(-c2noc(N3CCN(c4ccc(C)cc4)C(C)C3)n2)cc1OC (stereo not given)
0%[76.3 µM] | 12%[46 µM] | COc1cccc(CNC(=O)CCC(=O)N2Cc3cccc(OC)c3Oc3ncccc32)c1OC
18%[76.3 µM] | 18%[46 µM] | CCn1c(SCC(=O)Nc2cccc(Cl)c2)nnc1-c1nonc1NC(C)=O
-9%[76.3 µM] | 10%[46 µM] | Cc1ccc(CN(C(=O)COc2ccc(Br)cc2)c2ccccn2)o1
2%[76.3 µM] | 5%[46 µM] | COc1ccc(CNC(=O)C(=O)NCC(c2cccnc2)N2CCN(c3ccccc3)CC2)cc1 (stereo not given)
13%[76.3 µM] | 0%[46 µM] | COc1ccccc1OCC(=O)NCC1(N2CCOCC2)CCCCC1
8%[76.3 µM] | 8%[46 µM] | Cc1ccc(CN(C(=O)c2ccc(F)cc2)c2ccccn2)o1
14%&-13%[76.3 µM] | 7%[46 µM] | O=C(Nc1nnc(S(=O)(=O)Nc2ccccc2)s1)C1CCCCC1
10%[76.3 µM] | -10%[46 µM] | COc1ccc(Nc2cc(C)c3cc(NC(=O)Cc4c(F)cccc4Cl)ccc3n2)cc1
-22%[76.3 µM] | 3%[46 µM] | CCN(CC)c1ccc2cc(-c3nc4sc5c(c4c(=O)[nH]3)CCC(C(C)(C)C)C5)c(=O)oc2c1 (stereo not given)

The list goes on:
GAA glycogen | Lamin A splicing | molecule
-2%[76.3 µM] | 5%[46 µM] | CCCCN(CC)C(=O)C1CCCN(c2ncnc3c2nc2n3CCCCC2)C1 (stereo not given)
-9%[76.3 µM] | -12%[46 µM] | CSc1ncc(C(=O)Nc2ccc(C)c(Cl)c2)c(-c2ccccc2)n1
-1%[76.3 µM] | ? | Cc1ccc(OCC(=O)NCC2(N3CCN(C)CC3)CCCCC2)cc1C
-6%[76.3 µM] | 12%[46 µM] | N#Cc1ccc(OC(=O)c2cc(-c3ccc4c(c3)OCCO4)on2)cc1
-5%[76.3 µM] | 12%[46 µM] | O=C(c1ccc(F)cc1)N1CCC(c2nc3ccccc3s2)CC1
-11%[76.3 µM] | -16%[46 µM] | O=C(Nc1nnc(S(=O)(=O)N2CCCCCC2)s1)c1cccc(Br)c1
-3%[76.3 µM] | ? | COc1ccc(CNC(=O)CN(C)S(=O)(=O)c2ccc3[nH]c4c(c3c2)CCCC4)cc1
-4%[76.3 µM] | 6%[46 µM] | CCC1CN(C(=O)N2CCC(C(=O)NCCN(C)C)CC2)c2ccccc2O1 (stereo not given)
6%[76.3 µM] | -14%[46 µM] | Cc1ccc(NC(=O)CN(C)S(=O)(=O)c2ccc3[nH]c4c(c3c2)CCCC4)c(Cl)c1
15%[76.3 µM] | 5%[46 µM] | Cc1ccc(OCC(=O)Nc2ccc3nc(SCC(=O)N4CCCC4)sc3c2)cc1C

Continuation:
GAA glycogen | Lamin A splicing | molecule
2%[76.3 µM] | -12%[46 µM] | Cn1c(=O)c(=O)n(C)c2cc(N3CCOCC3)c(NS(=O)(=O)c3ccc(F)c(Cl)c3)cc21
-9%[76.3 µM] | 20%[46 µM] | CCCCn1cc(S(=O)(=O)c2ccc(CC)cc2)c(=O)c2cc(F)c(N3CCCC(C)C3)cc21 (stereo not given)
8%[76.3 µM] | -11%[46 µM] | CCN1CCC(N(Cc2ccc(F)cc2)C(=O)Nc2cc(Cl)ccc2C(=O)OC)CC1
15%[76.3 µM] | -18%[46 µM] | COc1cc(OC)c(NC(=O)CSCc2nc(-c3ccc(OC)c(OC)c3)no2)cc1Cl
-18% | -4%[46 µM] | CCN(CC)c1ccc(NC(=O)CN2CCN(CC(=O)Nc3ccccc3OC)CC2)cc1
-2%[76.3 µM] | ? | COc1ccc(C(=O)NCC(c2cccnc2)N2CCN(c3ccc(F)cc3)CC2)cc1 (stereo not given)
1%[76.3 µM] | ? | CC(NC(=O)c1ccc2c(c1)sc1nc(-c3ccc(F)cc3)cn12)C12CC3CC(CC(C3)C1)C2 (stereo not given)
-2%[76.3 µM] | ? | Cc1ccc(CN(C(=O)COc2cc(C)c(Cl)c(C)c2)c2ccccn2)o1
-1%[76.3 µM] | ? | Cc1ccc(NS(=O)(=O)c2ccc3c(c2)CC(C)N3C(=O)C2CCC2)cc1Cl (stereo not given)
-10%[76.3 µM] | ? | COc1ccc(S(=O)(=O)n2nc(-c3ccco3)nc2NCc2ccc(C(C)C)cc2)cc1

The listing continues:
GAA glycogen | Lamin A splicing | molecule
13%[76.3 µM] | -11%[46 µM] | CC(CNC(=O)Cn1c(-c2cccs2)cc2cc(Cl)ccc21)c1ccccc1 (stereo not given)
4%[76.3 µM] | 16%[46 µM] | Cc1ccc(N(Cc2cccs2)C(=O)c2ccccc2)cc1
-6%[76.3 µM] | 1%[46 µM] | COc1ccc(CN(C(=O)Nc2ccccc2)c2ccccn2)cc1OC
13%&-1%[76.3 µM] | 6%[46 µM] | O=C(Nc1nnc(S(=O)(=O)N2CCOCC2)s1)c1cccc(F)c1
13%[76.3 µM] | -5%[46 µM] | Cc1c(NC(=O)C(C)(C)C)cccc1-c1nc2ccccc2s1
12%[76.3 µM] | 4%[46 µM] | Cc1c(Cl)cccc1NC(=O)CCn1c(=O)c2cccn2c2ccccc21
0% | ? | COc1ccc(Cl)cc1NS(=O)(=O)c1c(C)[nH]c(=O)[nH]c1=O
-2%[76.3 µM] | 8%[46 µM] | O=C(NC1CCCCC1)c1ccc2c(c1)sc1nc(-c3ccc(F)cc3)cn12
-9%[76.3 µM] | ? | CCC1CN(S(=O)(=O)c2ccc3c(c2)NC(=O)CC(=O)N3)c2cc(Cl)ccc2O1 (stereo not given)

Among those listed so far, these contain an aryl thioether with sulfur outside any ring.
GAA glycogen | Lamin A splicing | molecule
-4%[76.3 µM] | -8%[46 µM] | Clc1cccc(-c2ccc(CNCCSc3nnnn3-c3ccccc3)o2)c1
15%[76.3 µM] | 6%[46 µM] | COc1ccc(CNCCSc2nnnn2-c2ccccc2)cc1
-1%[76.3 µM] | 20%[46 µM] | Cc1ccc(S(=O)(=O)c2[nH]c(-c3ccccc3)nc2SC(C)C(=O)O)cc1 (stereo not given)
-17%[76.3 µM] | ? | O=C(NCc1ccccc1)c1ccc(CSc2nc3cccnc3n2Cc2ccccc2F)cc1
-4%[76.3 µM] | 14%[46 µM] | O=C(COc1ccc(F)cc1)Nc1ccc2nc(SCC(=O)N3CCc4ccccc43)sc2c1
-3%[76.3 µM] | 11%[46 µM] | COc1cc(NC(=O)Cn2c(SCc3ccc(F)cc3)nc3cccnc32)cc(OC)c1
-10%[76.3 µM] | -13%[46 µM] | Cn1c(SCc2ccccc2Cl)nc(=O)c2c1NC(=O)CC2c1cc(F)ccc1F (stereo not given)
18%[76.3 µM] | 18%[46 µM] | CCn1c(SCC(=O)Nc2cccc(Cl)c2)nnc1-c1nonc1NC(C)=O
-9%[76.3 µM] | -12%[46 µM] | CSc1ncc(C(=O)Nc2ccc(C)c(Cl)c2)c(-c2ccccc2)n1
15%[76.3 µM] | 5%[46 µM] | Cc1ccc(OCC(=O)Nc2ccc3nc(SCC(=O)N4CCCC4)sc3c2)cc1C

Compound profiles, from the list above. Screens in order: GAA glycogen	Lamin A splicing
CCC1CN(S(=O)(=O)c2ccc3c(c2)NC(=O)CC(=O)N3)c2cc(Cl)ccc2O1 (stereo not given) reads -9%[76.3 µM]	?
CC(CNC(=O)Cn1c(-c2cccs2)cc2cc(Cl)ccc21)c1ccccc1 (stereo not given) reads 13%[76.3 µM]	-11%[46 µM]

These rows are one share of the data; the hit share may differ from the screen's.
